CRFBP-R2 agonist: agonists of human CRF-binding protein/CRF-R2 receptor complex; AID 588473; 350,000 compounds, 0.46% hits; activation, % at 13.2 µM; HEK293 CRF-R2/CRF-BP, calcium dye fluorescence (FLIPR); percent of saturating CRF peptide response;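 active means activation of at least 50%, plus an integration ratio under a set limit after plate pattern correction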;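 further: plate controls were neutral control wells without compound for no effect and CRF at EC100 for full effect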
CHRM4 PAM: potentiates acetylcholine response at human M4 receptor; P08173; CHO-K1 hM4/Gqi5, Fluo-8 calcium fluorescence, ACh EC20; 0% = ACh EC20, 100% = maximal ACh; activation, % at 3 µM; 360,000 compounds, 0.4% hits;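 active means activation above its plate's cutoff, the mean activation of sample wells plus 3 SD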; further: some results filed as inactive read as strong as hits
Target sequence (P08173 whole entry, looked up): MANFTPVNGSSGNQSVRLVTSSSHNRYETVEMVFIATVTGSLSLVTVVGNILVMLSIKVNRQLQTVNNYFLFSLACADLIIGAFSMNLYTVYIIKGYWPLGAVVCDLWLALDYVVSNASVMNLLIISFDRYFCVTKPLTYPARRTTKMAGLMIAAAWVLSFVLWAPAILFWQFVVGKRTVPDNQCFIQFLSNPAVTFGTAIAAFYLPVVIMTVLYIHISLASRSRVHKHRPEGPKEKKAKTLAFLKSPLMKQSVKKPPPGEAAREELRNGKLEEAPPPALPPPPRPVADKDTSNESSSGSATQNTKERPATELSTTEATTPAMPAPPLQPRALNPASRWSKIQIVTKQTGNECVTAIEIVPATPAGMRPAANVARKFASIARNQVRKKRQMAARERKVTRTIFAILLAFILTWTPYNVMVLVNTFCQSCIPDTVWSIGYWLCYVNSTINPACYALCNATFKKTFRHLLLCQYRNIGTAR
CHRM1 PAM: human CHRM1 positive allosteric modulation | 360,000 compounds, 0.088% hits | AID 588819 | activation, % at 3 µM | CHO-K1 hM1, Fluo-8 calcium fluorescence, ACh EC20; 0% = ACh EC20, 100% = maximal ACh | P11229; in the data active means activation above about 19%, passing the limit was not always enough
CRFBP-R2 block: blocks CRF-induced signaling of the CRF-BP/CRF-R2 complex; 350,000 compounds, 0.59% hits; HEK293 CRF-R2/CRF-BP, CRF-induced calcium fluorescence; inhibition, % at 11.8 µM; AID 588475;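 active means inhibition of the ligand-induced calcium signal above about 50% at the single tested concentration, limit read from the data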
CHRM5 agonist: agonists of human muscarinic M5 receptor (CHRM5) | P08912 | CHO-K1 hM5 cells, Fluo-8 calcium fluorescence; 0% DMSO wells, 100% maximal acetylcholine response | activation, % at 3 µM | 360,000 compounds, 0.19% hits;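 active means activation above the run's mean over test compounds plus 3 SD, cut at about 23% in these data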;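 further: signal is peak over basal fluorescence ratio across the kinetic read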
Target sequence (P08912 whole entry, looked up): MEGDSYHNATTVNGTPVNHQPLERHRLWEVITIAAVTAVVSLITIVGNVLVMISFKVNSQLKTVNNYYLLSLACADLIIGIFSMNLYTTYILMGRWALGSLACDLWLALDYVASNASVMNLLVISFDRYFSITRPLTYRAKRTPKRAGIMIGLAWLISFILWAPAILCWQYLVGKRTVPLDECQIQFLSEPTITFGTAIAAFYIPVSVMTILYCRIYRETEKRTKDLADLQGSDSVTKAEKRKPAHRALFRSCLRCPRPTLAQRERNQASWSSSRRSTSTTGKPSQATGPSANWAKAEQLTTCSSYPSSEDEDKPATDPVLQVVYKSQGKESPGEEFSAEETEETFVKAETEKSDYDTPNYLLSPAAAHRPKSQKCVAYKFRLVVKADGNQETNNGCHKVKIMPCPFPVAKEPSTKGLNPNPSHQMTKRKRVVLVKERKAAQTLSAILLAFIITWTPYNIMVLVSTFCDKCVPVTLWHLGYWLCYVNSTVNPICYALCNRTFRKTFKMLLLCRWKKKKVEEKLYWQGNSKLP
M4 antag: blocks acetylcholine activation of human M4 receptor | CHO-hM4 cells, ACh EC80, Fluo-8 calcium fluorescence | 360,000 compounds, 0.73% hits | P08173 | inhibition, % at 3 µM;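 active means inhibition above its plate's cutoff, the mean inhibition of sample wells plus 3 SD, cut at about 27% in these data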;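 further: 0% = acetylcholine EC80 with DMSO and 100% = DMSO without agonist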
CHRM5 antagonist: antagonists of human muscarinic M5 receptor (CHRM5); CHO-hM5 cells, Fluo-8 calcium fluorescence, ACh EC80; inhibition, % at 3 µM; 360,000 compounds, 0.59% hits;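 active means inhibition above a per-plate cutoff, the mean of that plate's test compounds plus 3 SD, cut at about 27% in these data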;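 further: 0% = acetylcholine EC80 with DMSO and 100% = DMSO without agonist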
M4 ag: agonists of human muscarinic M4 receptor (CHRM4). CHO-K1 hM4/Gqi5, Fluo-8 calcium fluorescence; vehicle 0%, full acetylcholine response 100%. activation, % at 3 µM. 360,000 compounds, 0.14% hits. AID 624127;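 active means activation above the run mean over all test wells plus 3 SD, cut at about 32% in these data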;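 further: peak over basal fluorescence ratio per well then scaled between controls; 0% = DMSO wells and 100% = acetylcholine at EC100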
CHRM5 PAM: potentiates acetylcholine response at human M5 receptor | activation, % at 3 µM | CHO-K1 hM5, Fluo-8 calcium, ACh EC20 PAM; 0% = ACh EC20, 100% = ACh EC100 | AID 624038 | 360,000 compounds, 0.3% hits;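 active means activation above the run cutoff, the mean activation of all test compounds plus 3 SD, cut at about 18% in these data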
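System: CHO-K1 hM5 cells. Reagent: acetylcholine, EC20 level. Compound dosing: single dose, 3 µM nominal final test concentration. Timing: Post-acetylcholine fluorescence recording 140 s. Detection: Fluo-8 calcium fluorescence. Read-out: % activation, ACh-normalized. Benchmarks: ACh EC20 and EC100 wells. Repeats: singlicate, one well per test compound.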
* hit, by the source's call.

SMILES | CRFBP-R2 agonist | CHRM4 PAM | CHRM1 PAM | CRFBP-R2 block | CHRM5 agonist | M4 antag | CHRM5 antagonist | M4 ag | CHRM5 PAM
CCN(CC)CCCNC(=O)c1cn(CC)c2ccc(S(=O)(=O)N3CCc4ccccc4C3)cc2c1=O | 0.4 | -7 | -7 | -16 | -15 | -2 | 4 | -1 | 1
N/C(=N\c1nc2ccccc2o1)NC(=O)c1ccc(F)cc1 | 1.1 | 1 | 10 | -23 | 0 | -1 | 11 | 0 | -4
CC(=O)NC(CC(C)C)C(=O)NC(Cc1ccccc1)C(=O)CCl (configuration not stated) | -2.8 | 3 | 3 | 13 | -2 | -9 | 8 | 1 | -7
NCCCSC1=NCCCN1 | -0.6 | 12 | 9 | 4 | 1 | -2 | 0 | 1 | 2
COc1nsnc1NS(=O)(=O)c1ccc(NC(=S)NC(=O)c2ccncc2)cc1 | 1.1 | 0 | 10 | -6 | 6 | -12 | -14 | 0 | 14
Cc1cc(S(=O)(=O)N(Cc2ccc(F)cc2)CC2CCCO2)ccc1-n1cnnn1 (configuration not stated) | 0.8 | -4 | 7 | 14 | 2 | 13 | -2 | 4 | -3
O=C(c1ccccc1)c1cc[n+]([O-])cc1 | -1.4 | 2 | 6 | -1 | -1 | 5 | -1 | 1 | 2
O=C(C(=O)N1CCOCC1)c1cn(CC(=O)N2CCc3ccccc3C2)c2ccccc12 | 0.7 | 8 | 5 | -4 | 1 | -8 | 11 | 1 | 11
N#CC(/C(=N/S(=O)(=O)c1cccs1)c1ccccc1)c1nc2ccccc2[nH]1 (configuration not stated) | -4.0 | -4 | -11 | 21 | 7 | -6 | 0 | 15 | -16
COc1ccc(-n2c(SCC(=O)NCCC(C)C)nc3ccsc3c2=O)cc1 | -3.1 | 12 | 12 | 10 | -2 | -10 | -6 | 0 | 3
Cc1cc(Br)c2c(c1)/C(=C/C(=O)c1cccs1)C(=O)N2 | 18 | -1 | 19 | -52 | 11 | 5 | -10 | 1 | 18
CC12CCC(=O)N1C(C(=O)Nc1nc(-c3ccccc3)cs1)CS2 (configuration not stated) | -0.2 | 1 | 0 | -15 | 1 | -2 | 7 | 1 | -1
N#CCCN(C(=O)COC(=O)CCc1c[nH]c2ccccc12)c1ccc(F)cc1 | -0.8 | 9 | 1 | 18 | 5 | -11 | 2 | 7 | -5
O=C(NC1CCC(O)CC1)c1ccc(-c2ccc(Cl)cc2)o1 (configuration not stated) | -0.5 | -1 | 1 | 5 | -6 | -3 | 1 | 0 | 2
COc1cc(CO)ccc1Oc1nc2ccccc2n2cnnc12 | -2.9 | 5 | 5 | 8 | 2 | 3 | 1 | 1 | 3
Cc1ccc(N2CCN(C(=S)c3ccc(-c4ccccc4[N+](=O)[O-])o3)CC2)cc1 | -1.2 | 1 | 4 | 11 | 1 | -5 | 14 | 11 | -10
COc1cc(/C=C/C(=O)O)ccc1OCc1ccccc1C#N | 3.6 | 12 | 1 | 0 | 0 | 2 | 3 | 0 | 6
Cc1cc(C)nc(NS(=O)(=O)c2ccc(NC(=O)c3ccc(S(=O)(=O)N4CC(C)OC(C)C4)cc3)cc2)n1 (configuration not stated) | -1.4 | 9 | 8 | 17 | -1 | -5 | 0 | 0 | -1
CCN(CC(=O)Nc1c(F)cccc1F)C(=O)CSc1ccc(F)cc1 | -2.3 | -1 | 8 | -5 | 2 | -2 | -4 | 2 | 1
Cc1n[nH]c(=S)n1-c1ccc(Cl)cc1 | 0.1 | 2 | 7 | -3 | 4 | -10 | -4 | 0 | 11
Cc1ccc(S(=O)(=O)NCCn2nc(C)cc2C)cc1 | 1.1 | 12 | 3 | 2 | -4 | -5 | 5 | 2 | 0
COc1ccccc1Cn1c(=S)[nH]c2cc(C(=O)NCCN(C)C)ccc2c1=O | 6.5 | -4 | 13 | -30 | -4 | 2 | 11 | 1 | -4
COC(=O)c1cc(C)cc(=O)o1 | -3.4 | -2 | 0 | 20 | 2 | -20 | -7 | 1 | -7
CC1=C(C(=O)Nc2ccccn2)C(c2ccc(N(C)C)cc2)n2ncnc2N1 (configuration not stated) | -0.4 | 1 | 1 | -8 | 1 | 0 | 4 | 1 | 1
CCN(CC)CCNC(C(=O)Nc1cccc(C(C)=O)c1)c1ccccc1 (configuration not stated) | -1.9 | -19 | -29 | 0 | -10 | 54* | 19 | 1 | -21
(next part)
SMILES | CRFBP-R2 agonist | CHRM4 PAM | CHRM1 PAM | CRFBP-R2 block | CHRM5 agonist | M4 antag | CHRM5 antagonist | M4 ag | CHRM5 PAM
Cc1ccc(NC(=O)Cn2nnc(-c3ccc4c(c3)OCO4)n2)cc1F | 0.3 | -10 | 0 | 5 | 1 | 5 | 9 | 1 | 1
Cc1ccc(S(=O)(=O)N2CCC(=O)N2)cc1 | 3.5 | 8 | 11 | 2 | -4 | -1 | -2 | 1 | 1
CCN(c1ccccc1)S(=O)(=O)c1ccc(C(=O)Nc2nnc(-c3ccco3)o2)cc1 | -1.1 | 5 | 10 | 4 | -3 | -4 | 5 | 2 | 1
CC(C)(C)SCCNC(=O)c1ccc(Cl)c(S(=O)(=O)N2CCOCC2)c1 | 0.7 | -4 | 1 | 12 | -1 | 2 | 4 | 8 | -13
CCCC(=O)Nc1nnc(SCC(=O)Nc2nc(C)cs2)s1 | -0.7 | -1 | 10 | 9 | -3 | -1 | 9 | 1 | -7
CCN(CC)C(=O)C1=C(C)N(Cc2ccc(OC)cc2)C(=O)C(CC(=O)NCCCN(C)C)C1 (configuration not stated) | 0.2 | 4 | 6 | -8 | 1 | -13 | -2 | 2 | 1
O=C(Cc1ccc([N+](=O)[O-])cc1)N1CCCc2ccccc21 | -0.6 | -1 | 1 | -3 | -6 | -9 | -10 | 5 | -1
O=C(NCC(=O)N(c1ccccc1F)C(C(=O)NC1CCCC1)c1ccco1)c1ccco1 (configuration not stated) | -0.9 | -3 | -3 | 4 | 2 | -4 | 17 | 11 | -4
CC(C)[C@H](NC(N)=O)C(=O)NCCc1ccc(Cl)cc1 | 0.9 | 1 | 1 | 17 | 0 | -6 | 0 | 0 | 4
COC(=O)c1ccc(NC(=O)COc2ccc(S(=O)(=O)N3CCCCC3)cc2)cc1 | 0.9 | -6 | 0 | -14 | 1 | 16 | -8 | 2 | 2
COc1ccc(C)cc1N(CC(=O)N1CCCCCC1)S(=O)(=O)c1ccccc1 | -2.0 | -5 | 4 | -5 | -4 | -3 | -9 | 0 | 4
CC(C)CCNc1nc(N2CCCC2)c2c(c1C#N)CCN(C)C2 | 1.1 | -7 | 7 | -33 | 3 | 10 | 4 | 1 | 0
O=C(Nc1ccccc1)NC1CC2CCC(C1)N2Cc1nnnn1Cc1ccc2c(c1)OCO2 (configuration not stated) | -0.9 | 3 | 0 | 8 | -10 | -2 | 2 | 0 | -5
CCOC(=O)c1cn2nc(Oc3ccc(OC)cc3)ccc2n1 | -4.3 | -10 | 10 | 22 | 0 | -5 | 3 | 0 | 1
COCCn1c(NCc2ccco2)nc2c1c(=O)[nH]c(=O)n2C | -1.2 | 4 | -5 | 2 | -4 | 2 | -7 | 1 | -1
C(=C\c1ccccc1)/C=N/N1CCN(c2ccccn2)CC1 | 0.1 | -4 | 3 | 8 | -2 | -5 | 7 | 2 | 0
COc1ccc(S(=O)(=O)NCC2CCCO2)cc1C(=O)O (configuration not stated) | 0.8 | 6 | 8 | 2 | -3 | -15 | 9 | 1 | -3
COc1ccc(CN2CCCC(C(=O)N3CCCC3)C2)cc1 (configuration not stated) | 0.9 | -1 | 1 | 14 | -2 | 0 | -1 | 1 | -1
Cc1ccc(NS(=O)(=O)c2cccc(C(=O)NCC(c3ccc(F)cc3)N3CCOCC3)c2)cc1 (configuration not stated) | 6.8 | 7 | 10 | -11 | 4 | 1 | 7 | 4 | 0
Cc1ccc(Nc2ncnc3c2cnn3C)cc1 | 0.4 | 2 | 6 | -3 | 0 | 2 | 3 | 1 | -2
COc1ccc(OC)c(CNC(=O)CCC(=O)N2Cc3cccc(OC)c3Oc3ncccc32)c1 | -0.5 | 3 | 10 | -9 | -2 | 1 | 2 | 2 | 6
OCC1(CCOc2ccccc2)CCN(CC2=Cc3cc(Cl)ccc3OC2)CC1 | 1.8 | -19 | -13 | -15 | -9 | 25 | 23 | 5 | -25
CN(C)C(=O)c1c(NC(=O)c2ccccc2)sc2c1CCC2 | -0.6 | -2 | 12 | 13 | -1 | -5 | 2 | 1 | 7
CC(C)=NNC(=O)CN1C(=O)NC2NC(=O)NC21 (configuration not stated) | -3.2 | 3 | 8 | 20 | 0 | -3 | -7 | 1 | 3
CCC1CCCCN1C(=S)NC(=O)c1cc(S(=O)(=O)N2CCOCC2)ccc1C (configuration not stated) | 0.1 | -4 | 2 | 13 | 2 | 7 | 6 | 1 | 0
COc1ccc(NC(=O)COC(=O)CNC(=O)C2CCCCC2)cc1OC | -1.4 | -2 | 0 | 3 | -1 | 2 | 8 | 1 | -3

Among those listed so far, these have a Cl atom.
SMILES | CRFBP-R2 agonist | CHRM4 PAM | CHRM1 PAM | CRFBP-R2 block | CHRM5 agonist | M4 antag | CHRM5 antagonist | M4 ag | CHRM5 PAM
CC(=O)NC(CC(C)C)C(=O)NC(Cc1ccccc1)C(=O)CCl (configuration not stated) | -2.8 | 3 | 3 | 13 | -2 | -9 | 8 | 1 | -7
O=C(NC1CCC(O)CC1)c1ccc(-c2ccc(Cl)cc2)o1 (configuration not stated) | -0.5 | -1 | 1 | 5 | -6 | -3 | 1 | 0 | 2
Cc1n[nH]c(=S)n1-c1ccc(Cl)cc1 | 0.1 | 2 | 7 | -3 | 4 | -10 | -4 | 0 | 11
CC(C)(C)SCCNC(=O)c1ccc(Cl)c(S(=O)(=O)N2CCOCC2)c1 | 0.7 | -4 | 1 | 12 | -1 | 2 | 4 | 8 | -13
CC(C)[C@H](NC(N)=O)C(=O)NCCc1ccc(Cl)cc1 | 0.9 | 1 | 1 | 17 | 0 | -6 | 0 | 0 | 4
OCC1(CCOc2ccccc2)CCN(CC2=Cc3cc(Cl)ccc3OC2)CC1 | 1.8 | -19 | -13 | -15 | -9 | 25 | 23 | 5 | -25

By substructure, those above containing a nitro group on carbon.
SMILES | CRFBP-R2 agonist | CHRM4 PAM | CHRM1 PAM | CRFBP-R2 block | CHRM5 agonist | M4 antag | CHRM5 antagonist | M4 ag | CHRM5 PAM
Cc1ccc(N2CCN(C(=S)c3ccc(-c4ccccc4[N+](=O)[O-])o3)CC2)cc1 | -1.2 | 1 | 4 | 11 | 1 | -5 | 14 | 11 | -10
O=C(Cc1ccc([N+](=O)[O-])cc1)N1CCCc2ccccc21 | -0.6 | -1 | 1 | -3 | -6 | -9 | -10 | 5 | -1

Screening data: PubChem, several laboratories

Compounds were not picked by outcome; any-hit rate near 2.6%.
